Compound activity (PubChem BioAssay)
SKKanGAS inh – SKKanGAS growth inhibition. S. pyogenes SKKanGAS, kanamycin growth, BacTiter-Glo, 6 h. inhibition, % at 7.5 µM. 300,000 tested, 1.3% active;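 active = mean replicate score, as percent of positive control median, at least 50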;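 note: strain carries kanamycin resistance gene driven by streptokinase promoter and grows in 40 µg/ml kanamycin; loss of luminescence reflects streptokinase promoter inhibition or plain growth inhibition; 0% = median of DMSO wells and 100% = positive control at its reference dose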
RGS4 block – human RGS4 inhibition; P49798; B-score at 10 µM; HEK293 M3R/RGS4 inducible, Fluo-4 calcium flux; active compounds read high; triggered by carbachol at its EC20; 310,000 tested, 0.45% active;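 active = B-score, a plate-corrected calcium signal, over three deviations above library mean, with baseline fluorescence within five deviations of library mean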;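 note: RGS4 expression induced by doxycycline in cells with stable M3 receptor; B-score is computed from the integrated fluorescence ratio over baseline after carbachol; higher B-score means a larger calcium signal and so more RGS4 inhibition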
Target sequence (P49798 whole entry, looked up): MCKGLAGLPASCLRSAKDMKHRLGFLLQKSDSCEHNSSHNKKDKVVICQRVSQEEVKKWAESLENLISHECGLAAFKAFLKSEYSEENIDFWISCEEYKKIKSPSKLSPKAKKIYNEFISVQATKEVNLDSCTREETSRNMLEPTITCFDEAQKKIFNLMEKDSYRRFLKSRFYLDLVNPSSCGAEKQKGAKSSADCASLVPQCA
ANO1 activ – mouse TMEM16A channel activation, primary screen | Q8BHY3 | AID 623877 | HEK293 TMEM16A/YFP-H148Q/I152L, iodide quench fluorescence; active compounds read low | 340,000 tested, 0.3% active | B-score at 10 µM;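 active = fluorescence-ratio B-score plate-corrected deviation score at least 3 library SD below zero, with starting fluorescence score within 5 deviations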;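 note: channel opened by trigger with iodide after compound preincubation; score built on the fluorescence ratio of max minus min over baseline; more negative score means more quench and so TMEM16A activation or potentiation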
TRPC6 inhibitor – mouse TRPC6 channel inhibition; B-score at 10 µM; 310,000 tested, 1.1% active; AID 2553; HEK293-TRPC6, membrane potential dye, ACh-evoked depolarization; active compounds read low;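 active = B-score under library mean minus 3 SD, initial fluorescence not abnormally high, positive integrated signal ratio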;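 note: B-score derived from integrated fluorescence ratio over the kinetic read; more negative B-score means stronger inhibition of depolarization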
TMEM16A inh – blocks the mouse calcium-activated chloride channel TMEM16A; Q8BHY3; HEK293 TMEM16A/YFP iodide influx fluorescence, ionomycin; normalized B-score (activity score, 25-100; higher = stronger inhibition) at 10 µM; 310,000 tested, 1.2% active; AID 588511;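 active = ratio plate-corrected score three or more library SD toward inhibition, starting fluorescence score within five deviations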;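 note: score derived from kinetic fluorescence span divided by baseline fluorescence per well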
MrgX1 allo act – allosterically activates human MrgX1 receptor signaling; MrgX1-HEK293, Fluo-4 calcium flux, FDSS; active compounds read high; Q96LB2; B-score at 10 µM; AID 588675; 310,000 tested, 0.63% active;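 active = plate-corrected calcium response at least 3 library SD above typical, normal starting fluorescence, not activating the receptor alone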;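 note: compound read alongside a low EC10 to EC30 dose of BAM8-22 agonist; peak minus trough fluorescence over baseline measured at the second addition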
Target sequence (Q96LB2 whole entry, looked up): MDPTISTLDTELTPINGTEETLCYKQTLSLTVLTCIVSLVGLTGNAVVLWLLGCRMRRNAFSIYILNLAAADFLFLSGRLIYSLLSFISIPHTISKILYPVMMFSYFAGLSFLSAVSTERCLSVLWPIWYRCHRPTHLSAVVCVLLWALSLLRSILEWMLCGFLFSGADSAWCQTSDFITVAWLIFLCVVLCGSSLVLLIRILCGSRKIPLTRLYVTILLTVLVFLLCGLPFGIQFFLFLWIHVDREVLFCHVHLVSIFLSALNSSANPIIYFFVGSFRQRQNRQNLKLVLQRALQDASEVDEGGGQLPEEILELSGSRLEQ
TRPC6 activator – activates the mouse TRPC6 cation channel; Q61143; HEK293-TRPC6 membrane potential dye fluorescence; active compounds read high; B-score at 10 µM; 310,000 tested, 0.13% active; AID 2550;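 active = B-score of the integrated fluorescence ratio above library mean plus 3 SD, and starting fluorescence ratio within library mean plus 5 SD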;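 note: higher score means more depolarization so channel activation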
MrgX1 agonist – human MrgX1 receptor agonism, primary screen | AID 588627 | Q96LB2 | MrgX1-HEK293 cells, Fluo-4 calcium fluorescence, agonist mode; active compounds read high | 310,000 tested, 0.44% active | B-score at 10 µM;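 active = calcium response B-score plate-corrected fluorescence ratio at least 3 library SD, with starting fluorescence B-score inside 5 SD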
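Test system: Stable human MrgX1 HEK293 cell line | Schedule: Overnight plating before 1 h dye loading | Read-out basis: Baseline-normalised fluorescence change ratio, B-scored | Detection: Kinetic calcium dye fluorescence, Fluo-4 NW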
HDAC3 inhib – blocks human histone deacetylase 3; recombinant HDAC3, fluorogenic peptide/trypsin coupled, fluorescence; inhibition, % at 8.3 µM; 320,000 tested, 0.15% active; AID 2718; in the data active = inhibition above about 26%, passing the limit was not always enough
Target sequence (O15379 whole entry, looked up): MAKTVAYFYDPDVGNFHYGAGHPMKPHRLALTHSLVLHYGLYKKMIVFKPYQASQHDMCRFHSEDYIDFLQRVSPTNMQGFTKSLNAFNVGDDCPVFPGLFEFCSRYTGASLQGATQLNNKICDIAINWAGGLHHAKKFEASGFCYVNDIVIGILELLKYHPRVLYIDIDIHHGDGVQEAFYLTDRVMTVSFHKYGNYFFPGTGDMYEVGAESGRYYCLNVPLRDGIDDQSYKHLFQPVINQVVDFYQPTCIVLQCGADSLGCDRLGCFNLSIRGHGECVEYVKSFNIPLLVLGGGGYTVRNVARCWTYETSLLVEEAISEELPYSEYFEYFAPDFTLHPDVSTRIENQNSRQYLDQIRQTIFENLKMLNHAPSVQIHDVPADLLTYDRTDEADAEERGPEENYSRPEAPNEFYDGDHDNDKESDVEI
RGS4 pot – potentiators or activators of RGS4 | HEK293 M3R/inducible RGS4, carbachol calcium flux Fluo4; active compounds read low | B-score at 10 µM | 310,000 tested, 0.92% active;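 active = B-score of the integrated calcium signal more than 4 SD below the library mean, with starting fluorescence not abnormally high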;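 note: negative B-score means reduced calcium response which marks RGS4 activation or potentiation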
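Assay system: HEK293 FlpIn-TREx cells, stable M3R, doxycycline-inducible RGS4 / Probe or stimulus: carbachol, ECmax concentration / Times: overnight RGS4 induction, 30 min dye load 37 °C, 20 min compound RT / Signal: kinetic calcium fluorescence imaging with Fluo4-AM dye, 2 µM / Measure: Agonist-evoked peak-minus-minimum fluorescence over baseline, integrated ratio, B score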
MrgX1 antag – human MrgX1 receptor antagonism, primary screen. Q96LB2. MRGX1-HEK293 calcium flux, Fluo-4, BAM8-22 antagonism; active compounds read low. B-score at 10 µM. 310,000 tested, 1.3% active. AID 588676;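 active = calcium-response B-score plate-corrected more than 3 library SD below zero, starting fluorescence within 5 deviations, no agonist response on first addition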;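 note: peak minus trough fluorescence over baseline after final BAM8-22 challenge near maximal dose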
An asterisk follows results filed as active; i = inactive; . = no result given. This is a random part of the collection. About 6.7% of those tested had a hit in this group.

mol | ANO1 activ | MrgX1 allo act | RGS4 pot | MrgX1 agonist | TRPC6 activator | SKKanGAS inh | HDAC3 inhib | TMEM16A inh | TRPC6 inhibitor | RGS4 block | MrgX1 antag
CC(=O)NNC(=O)CCn1c2c(c3ccccc31)CCCC2 | i | i | i | i | i | -8 | -10 | i | i | i | i
CC1=Nc2ccccc2/C1=C\c1nc(-c2ccc(F)cc2)oc1O | i | i | i | i | i | 81* | -2 | i | i | i | i
COc1ccc(/C=N\NC(=O)c2ccccc2F)cc1COc1ccc(F)cc1F | i | i | i | i | i | 4 | 0 | i | i | i | i
O=C(c1cc(-c2ccccn2)nc2ccc(Cl)cc12)N1CCN(CCc2ccccc2)CC1 | i | i | i | i | i | -15 | 0 | i | i | i | i
CCN(C(=O)COC(=O)c1cccc(S(=O)(=O)N2CCOCC2)c1)C1CCS(=O)(=O)C1 (stereo unspecified) | i | i | i | i | i | -1 | -5 | i | i | i | i
CCc1ccc(-c2cc(C)no2)cc1S(=O)(=O)N1CCOc2ccccc21 | i | i | i | i | i | 17 | 0 | i | i | i | i
CCOC(=O)COn1c(=O)c(-c2ccc(OC)cc2)[n+]([O-])c2ccccc21 | i | i | i | i | i | -3 | 9 | i | i | i | i
CCCCCCOc1ccc(/C=C/C(=O)N2CCOCC2)cc1OC | i | i | i | i | i | -6 | 2 | i | i | i | i
N#C/C(=N\O)c1nc2ccccc2[nH]1 | i | i | i | i | i | -2 | -2 | i | i | i | i
CC(C)Cn1c(SC(C)C(=O)Nc2ccc3c(c2)OCCO3)nc2ccccc2c1=O (stereo unspecified) | i | . | i | . | i | 12 | . | . | i | i | .
O=c1c2cn(Cc3ccc(F)cc3)c3ccccc3c-2nn1Cc1ccc(F)cc1 | i | . | i | . | i | -3 | . | . | i | i | .
Cc1ccc(/C=N/NC(=O)CNC(=O)Cc2ccccc2)o1 | i | i | i | i | i | 7 | 1 | i | i | i | i
COc1ccc(-c2cc(C(=O)NC(Cc3cc4ccccc4[nH]3)C(=O)O)c(C)o2)cc1OC (stereo unspecified) | i | i | i | i | i | -2 | 9 | i | i | i | i
Cn1cnc(C(F)(F)F)c1-c1ccc([N+](=O)[O-])cc1 | i | i | i | i | i | 3 | 1 | i | i | i | i
Oc1[nH]c2ccccc2c1N=Nc1c(F)c(F)c(C(F)(F)F)c(F)c1F | i | i | i | i | i | 1 | -2 | i | i | i | i
O=C(Nc1ccc(-c2noc(COc3ccccc3Cl)n2)cc1)c1ccco1 | i | i | i | i | i | 7 | 2 | i | i | i | i
Cc1ccc([C@@H]2[C@@H]3C(=O)N(c4ccccc4)C(=O)[C@@H]3[C@]3(Cc4ccccc4)C(=O)N(CC4CC4)CC(=O)N23)o1 | i | i | i | i | i | 4 | -6 | i | i | i | i
COCCOc1cc(N2C(=O)CSCC2=O)c(Cl)cc1Cl | i | i | i | i | i | 19 | -5 | i | i | i | i
CN(CC(=O)Nc1ccc(Cl)c(C(F)(F)F)c1)Cc1cc(=O)n2ccsc2n1 | i | i | i | i | i | -8 | -2 | i | i | i | i
COc1ccc(CNC(=O)C(c2ccco2)N(C(=O)c2ccccn2)c2ccccc2)cc1 (stereo unspecified) | i | i | i | i | i | 0 | 0 | i | i | i | i
CS/C(=C\[N+](=O)[O-])Nc1ccccc1 | i | i | i | i | i | -10 | 2 | i | i | i | i
CCn1c2ccccc2c2cc(NC(=O)N3CCOCC3)ccc21 | i | i | i | i | i | 0 | -2 | i | i | i | i
O=C(NC1CCCCC1)c1ccc(N2CCCC2=O)cc1 | i | i | i | i | i | 4 | -1 | i | i | i | i
O=C(CNC(=O)c1cccc(OC(F)F)c1)Nc1ccc(Cl)cc1 | i | i | i | i | i | -2 | 0 | i | i | i | i
CCOC(=O)c1c2c(c(=S)n(-c3ccccc3)c1N)CCC2 | i | i | i | i | i | 5 | 13 | i | i | i | i
CCCCn1c(N)c(N(CCOC)C(=O)COC(=O)COc2c(C)cc(C)cc2C)c(=O)[nH]c1=O | i | i | i | i | i | 2 | -3 | i | i | i | i
Cc1ccc(-c2ccc(/C=N/n3cnnc3)o2)cc1 | i | i | i | i | i | -11 | 2 | i | i | i | i
CCN1CCN(C(=O)C(=O)c2c(C)[nH]c3ccccc23)CC1 | i | i | i | i | i | 4 | 7 | i | i | i | i
COc1ccc(C2CC(c3cccs3)=NN2C(=O)CSc2nc(=O)n3ccccc3n2)cc1 (stereo unspecified) | i | i | i | i | i | 9 | . | i | i | i | i
COCCCNC(=O)c1c(-c2ccccc2)noc1C | . | i | i | i | i | -2 | -4 | i | i | i | i
CCOc1ccc(NC(=O)CCN2CCN(c3ccccc3)CC2)cc1 | i | i | i | i | i | -3 | -8 | i | i | i | i
C/C(=N\N=c1/sc2ccccc2n1C)c1ccc(N2CCOCC2)cc1 | i | i | i | i | i | 7 | 9 | i | i | i | i
O=C(NCc1ccc2c(c1)OCO2)C1CC(=O)N(CCc2ccccc2)C1 (stereo unspecified) | i | i | i | i | i | -9 | -3 | i | i | i | i
Cn1c(=O)cc(SCC(=O)NCC2CCCO2)c2ccccc21 (stereo unspecified) | i | i | i | i | i | -3 | -1 | i | i | i | i
CCC(=O)Nc1ccc2ccccc2c1 | i | i | i | i | i | -3 | -4 | i | i | i | i
Cc1ccc(NC(=O)COC(=O)c2ccc3c(c2)OCO3)c(C)c1 | i | i | i | i | i | -6 | -2 | i | i | i | i
CCCCC(=O)N/C(N)=N/c1nc2ccccc2o1 | i | i | i | i | i | 7 | 1 | i | i | i | i
Nn1cnnc1SCC(=O)Nc1ccc2c(c1)OCO2 | i | i | i | i | i | 5 | 0 | i | i | i | i
CCN1C(=O)C2C(c3ccccc3F)NC(Cc3ccc(O)cc3)(C(=O)OC)C2C1=O (stereo unspecified) | i | i | i | i | i | 13 | 1 | i | i | i | i
CCOc1ccccc1C1C(C(N)=O)=C(C)Nc2nc(CCCO)nn21 (stereo unspecified) | i | i | i | i | i | 0 | -1 | i | i | i | i
CN=C1SC(CC(=O)NCCc2ccc(OC)c(OC)c2)C(=O)N1C (stereo unspecified) | i | i | i | i | i | 10 | 0 | i | i | i | i
Cc1c(C(C)NC(=O)c2cc(COc3cccc4cnccc34)on2)cnn1C (stereo unspecified) | i | i | i | i | i | -2 | -20 | i | i | i | i
O=C1NC(=S)N/C1=C\c1cccnc1 | i | i | i | i | i | 5 | 8 | i | i | i | i
C=CCN(CC=C)C(=O)C1CCN(S(=O)(=O)c2ccc(-n3cnnn3)cc2)CC1 | i | i | i | i | i | 1 | 0 | i | i | i | i
COc1cc(C(C)=O)ccc1OC(=O)c1cc2cccc(OC)c2oc1=O | i | i | i | i | i | -6 | 4 | i | i | i | i
O=C(O)c1cccc(-c2ccc(/C=N/n3cnnc3)o2)c1 | i | i | i | i | i | 1 | 5 | i | i | i | i
O=C(COC(=O)CCC(=O)c1ccc(F)cc1)Nc1cccc(S(=O)(=O)N2CCCC2)c1 | i | i | i | i | i | -13 | -10 | i | i | i | i
COc1ccccc1CNC(=O)C1CCC(CNS(=O)(=O)c2ccc(C)cc2)CC1 (stereo unspecified) | i | i | i | i | i | -1 | 0 | i | i | i | i
COc1cccc(C(=O)NC(c2ccccc2)C2CCCC2)c1 (stereo unspecified) | i | i | i | i | i | -15 | 2 | i | i | i | i
COc1ccc(/C=C/C(=O)OCC(=O)Nc2ccc(OC)c(S(=O)(=O)N3CCCCC3)c2)cc1 | i | i | i | i | i | 7 | 11 | i | i | i | i
COc1ccc(NC(=O)C(C)N2C(=O)c3ccccc3C2=O)cc1S(=O)(=O)N1CCOCC1 (stereo unspecified) | i | i | i | i | i | -1 | 0 | i | i | i | i
CSCC[C@H](NC(=O)[C@H](Cc1ccccc1)n1c(=O)[nH]c2ccccc2c1=O)C(=O)N1CCC[C@H]1C(=O)O | i | i | i | i | i | 0 | -1 | i | i | i | i
OCCCc1nc2n(n1)C(c1cccs1)C=C(c1ccc(Br)cc1)N2 (stereo unspecified) | . | i | i | i | i | 24 | 0 | i | i | i | i
Cc1ccc(-c2csc(NC(=O)/C=C/c3ccco3)c2C(=O)O)cc1 | i | i | i | i | i | 12 | 4 | i | -5.2* | i | i
CCn1c(SCC(=O)OC(C)C)nnc1-c1ccccc1 | i | i | i | i | i | 1 | -7 | i | i | i | i
COc1ccc(-c2csc3ncnc(N4CCN(c5ccccc5[N+](=O)[O-])CC4)c23)cc1 | i | i | -7.3* | i | i | 26 | 11 | i | i | i | i
O=C(CN1CCOCC1)N1CCN(S(=O)(=O)c2ccccc2)C1c1ccccc1 (stereo unspecified) | i | i | i | i | i | -2 | -3 | i | i | i | i
O=C(CCn1cnc2ccccc21)N/N=C/C=C/c1ccccc1 | i | i | i | i | i | 0 | 5 | i | i | i | i
O=C(Nc1ccccc1)N1CCN(C2c3ccccc3-c3ccccc32)CC1 | i | i | i | i | i | 0 | 1 | i | i | i | i
COc1cc2c(cc1OC)C(C(=O)NCc1cccnc1)C(c1cccnc1)N(C)C2=O (stereo unspecified) | i | i | i | i | i | 0 | 7 | i | i | i | i

Additional structures
mol | ANO1 activ | MrgX1 allo act | RGS4 pot | MrgX1 agonist | TRPC6 activator | SKKanGAS inh | HDAC3 inhib | TMEM16A inh | TRPC6 inhibitor | RGS4 block | MrgX1 antag
COC(=O)c1cc2sc(Cl)cc2n1CC(=O)NCC1CCCO1 (stereo unspecified) | i | i | i | i | i | 9 | 0 | i | i | i | i
O=C(Nc1sc2c(c1C(=O)NCC1CCCO1)CCCC2)c1cccs1 (stereo unspecified) | i | i | i | i | i | 5 | 0 | i | i | i | i
Cc1cc(NC(=O)CSc2nc3c(cc2C#N)CCCCC3)no1 | i | i | i | i | i | -4 | -2 | i | i | i | i
Cc1c(C(=O)NC(=S)Nc2ccc3c4c(cccc24)CC3)cccc1[N+](=O)[O-] | i | i | i | i | i | 2 | -1 | i | i | i | i
Cc1coc2c(C)c3oc(=O)c(CCC(=O)N[C@@H](C)C(=O)N[C@@H](Cc4ccccc4)C(=O)O)c(C)c3cc12 | i | i | i | i | i | 9 | -4 | i | i | i | i
Cc1ccc(CNc2oc(-c3ccco3)nc2C#N)cc1 | i | i | i | i | i | 3 | -15 | i | i | i | i
CCOC(=O)C1=C(C)C(c2ccc(OC)cc2)NC(=O)N1 (stereo unspecified) | i | i | i | i | i | 15 | -6 | i | i | i | i
